NPY2 pot ag: potentiators or agonists of human neuropeptide Y receptor Y2 | P49146 | cells expressing NPY-Y2, potentiator/agonist read-out | activation, % at 3.6 µM | 220,000 compounds, 0.45% hits | AID 1359; in the data active = activation above about 27%;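 also: cells stimulated with NPY near EC25 plus isoproterenol at EC100; 0% = vehicle plus submaximal agonist and 100% = vehicle plus saturating agonist; some results beyond the cut were filed as inactive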
Target sequence (P49146 whole entry, looked up): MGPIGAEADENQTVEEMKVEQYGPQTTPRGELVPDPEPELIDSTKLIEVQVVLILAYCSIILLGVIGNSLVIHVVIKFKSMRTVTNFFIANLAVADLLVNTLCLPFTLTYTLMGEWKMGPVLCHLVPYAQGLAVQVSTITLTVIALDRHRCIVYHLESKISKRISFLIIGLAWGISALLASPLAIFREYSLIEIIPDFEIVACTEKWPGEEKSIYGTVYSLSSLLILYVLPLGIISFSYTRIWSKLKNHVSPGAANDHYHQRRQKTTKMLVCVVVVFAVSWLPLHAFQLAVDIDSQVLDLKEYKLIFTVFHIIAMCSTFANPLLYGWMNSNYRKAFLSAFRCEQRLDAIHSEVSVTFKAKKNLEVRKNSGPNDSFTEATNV
S1P4 ag: human S1P4 receptor agonism | O95977 | S1P4-expressing cell line, agonist reporter assay | activation, % at 4.98 µM | 220,000 compounds, 0.35% hits | AID 1509; in the data active = activation above about 11%;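 also: 0% = DMSO vehicle and 100% = reference agonist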
NPY1 pot ag: human NPY-Y1 potentiation or agonism, primary screen. NPY-Y1 expressing cells, potentiator/agonist activation. 220,000 compounds, 0.37% hits. AID 1304. activation, % at 3.6 µM; in the data active = activation above about 33%, passing the limit was not always enough;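 also: cells stimulated with NPY at EC10 then isoproterenol at EC100; 0% = low agonist plus stimulus and 100% = saturating agonist plus stimulus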
EP2 modulator: modulators of human EP2 prostaglandin E2 receptor | AID 940 | induction, % at 25 µM | P43116 | 260,000 compounds, 0.83% hits | EP2-expressing cells, cAMP HTRF FRET, PGE2 co-stimulation;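 active = compounds whose cAMP rise, as percent of the full-agonist control response, exceeds 60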;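 also: rat C6 glioma line stably carrying human EP2 under a CMV promoter; the protocol text gives 20 µM as final concentration; 100% = response of wells given 1 µM PGE2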
zfTRPN1 agonist: zebrafish TRPN1 (NompC) channel agonism; activation, % at 3 µM; 220,000 compounds, 0.18% hits; AID 1424; HEK293 zebrafish TRPN1-YFP, Fluo-8 calcium fluorescence; 100% = response to 87 µM carbachol;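 active = activation above its plate's cutoff, the mean activation of test wells on that plate plus 3 SD, cut at about 19% in these data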;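 also: 0% = DMSO alone and 100% = 87 µM carbachol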
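Control set: carbachol 87 µM as high control, DMSO as low control; system: HEK293 stable line with zebrafish TRPN1-YFP; read-out: % activation versus carbachol response; detection: intracellular calcium fluorescence with Fluo-8; doses: single test compound dose, 3 µM nominal, 0.3% DMSO; schedule: dye 1 h 37 °C plus 30 min RT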
S1P4 antagonist: blocks the human S1P4 receptor; O95977; S1P4-expressing cells, antagonist mode, reporter read-out; inhibition, % at 4.98 µM; 220,000 compounds, 0.26% hits; in the data active = inhibition above about 29%;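 also: 0% = wells stimulated with agonist and 100% = vehicle wells without agonist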
NPY Y1 blocker: antagonists of human neuropeptide Y receptor Y1. HEK293-CNG Y1 cells, membrane potential fluorescence; NPY at EC95, then isoproterenol. inhibition, % at 3.6 µM. 200,000 compounds, 1% hits. AID 1040;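 active = inhibition above the campaign mean inhibition of all tested compounds plus 3 SD, cut at about 20% in these data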;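 also: 0% = DMSO wells given NPY plus isoproterenol and 100% = isoproterenol alone without NPY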
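Material: HEK293 cells with Y1 receptor plus CNG channel; times: compound incubation 1 h at room temperature, readout 45 min post-stimulation; signal: fluorescence, membrane potential probe; read-out basis: fluorescence ratio normalized to % inhibition between controls; benchmarks: full-block control isoproterenol-only wells, zero-block control NPY plus isoproterenol wells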
TRPML3 ag: human mucolipin-3 channel agonism | Q8TDD5 | 220,000 compounds, 0.29% hits | HEK293 TRPML3-YFP, Fluo-8 calcium fluorescence; 100% = the carbachol control signal | activation, % at 3 µM;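 active = activation above its plate's cutoff, the mean activation of the plate's test wells plus 3 SD, cut at about 12% in these data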;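 also: 0% = DMSO only wells and 100% = carbachol wells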
Target sequence (Q8TDD5 whole entry, looked up): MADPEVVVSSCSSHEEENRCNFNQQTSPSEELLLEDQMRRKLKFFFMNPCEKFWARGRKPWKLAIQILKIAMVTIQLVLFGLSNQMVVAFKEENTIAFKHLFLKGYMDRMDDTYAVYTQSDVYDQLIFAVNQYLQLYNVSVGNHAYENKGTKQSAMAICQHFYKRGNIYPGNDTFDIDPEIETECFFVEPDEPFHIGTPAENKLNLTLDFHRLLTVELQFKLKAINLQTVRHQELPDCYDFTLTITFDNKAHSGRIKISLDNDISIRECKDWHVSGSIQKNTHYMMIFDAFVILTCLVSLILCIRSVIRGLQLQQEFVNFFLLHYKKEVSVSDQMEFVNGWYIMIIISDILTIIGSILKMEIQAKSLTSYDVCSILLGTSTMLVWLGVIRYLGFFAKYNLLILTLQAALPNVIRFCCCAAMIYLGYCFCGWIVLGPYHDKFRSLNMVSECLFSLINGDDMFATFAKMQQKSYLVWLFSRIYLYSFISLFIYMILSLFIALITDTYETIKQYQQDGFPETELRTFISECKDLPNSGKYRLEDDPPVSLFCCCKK
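Test system: TRPML3-YFP stable HEK293 cells. Doses: single point at 3 µM. Incubation: dye loading 1 h 37 °C then 30 min ambient, 125 s read. Signal: Fluo-8 calcium dye fluorescence, ex 470-495, em 515-575 nm. Measure: percent activation from peak-to-basal fluorescence ratio, scaled between DMSO and carbachol.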
CHOP inhibitor: blocks CHOP induction under ER stress; AID 2732; inhibition, % at 10 µM; 220,000 compounds, 3.8% hits; CHO-K1 CHOP-promoter luciferase, tunicamycin-induced, 15-18 h;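 active = compounds that reduced the stress-induced luciferase reporter signal by more than about 70% of percent inhibition, limit read from the data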;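 also: 0% = tunicamycin plus vehicle and 100% = wells without tunicamycin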
Starred values were filed as active, the others as inactive; nt = not tested or not shown; & = joins results of further samples.

Every second line gives: NPY2 pot ag	S1P4 ag	NPY1 pot ag	EP2 modulator	zfTRPN1 agonist	S1P4 antagonist	NPY Y1 blocker	TRPML3 ag	CHOP inhibitor
- CCSc1n[nH]c2nc3c(c(=O)n12)C1(CCCCC1)Cc1ccccc1-3
    16	2.1	29	18	-0.1	-12	nt	0.8	3
- Cc1cccc2cc(C(c3nnnn3CC3CCCO3)N3CCCc4ccccc43)c(=O)[nH]c12 (stereo not given)
    9	0.4	8	15	-0.8	-5	-3	0.3	2
- COC(=O)c1ccc(/C=N/NC(=S)NC(C)C)cc1
    -9	-1.9	3	-13	1.3	18	nt	0.1	19
- CC(C)Nc1nc(NC(C)C)nc(Nn2cnnc2)n1
    -10	1.1	14	16	0.5	5	2	0.1	-13
- Cc1nn(CCCC(=O)NCCc2ccccc2)c(C)c1[N+](=O)[O-]
    -8	1.8	14	-19	-0.5	-26	4	0.0	-5
- CCN1CCN(c2nc3c(c(=O)n(C)c(=O)n3C)n2Cc2cccc3ccccc23)CC1
    5	-2.4	-18	7	0.1	-17	-1	-0.2	11
- Cc1cccc(NC(=S)NCc2ccc3c(c2)OCO3)c1C
    -15	-3.6	-45	9	-0.4	-19	11	-0.1	17
- COc1ccc(S(=O)(=O)N2CCc3ccccc32)cc1NC(C)=O
    1	1.9	-20	-19	1.4	-5	5	1.2	0
- COc1ccc(N2CCN(S(=O)(=O)c3cn(C)c(=O)n(C)c3=O)CC2)cc1
    10	-1.9	10	-2	0.8	12	nt	0.8	13
- O=C(Cc1c(F)cccc1Cl)Nc1ccncc1
    3	-1.3	-6	-12	-0.1	-42	6	0.7	15
- CCOC(=O)c1[nH]c2ccc(OC)cc2c1NC(=O)CN1CCc2ccccc2C1
    -1	-0.8	-17	-9	2.7	-18	6	0.0	5
- CC(=O)N1c2ccccc2NC2=C(C(=O)CCC2)C1c1ccco1 (stereo not given)
    -13	-0.5	-5	-15	3.0	21	3	0.4	3
- CCN1C(=O)c2ccc(-c3nc4ccccc4c(=O)o3)cc2C1=O
    24	1.3	23	-8	0.1	-2	-3	0.3	16
- CCCCOc1ccc(-c2nnn(CCC(=O)N3CCOCC3)n2)cc1
    -6	0.6	6	4	2.1	-1	-4	1.0	-29
- FC(F)(F)c1ccc(/C=N/NC(=S)NC2CCCCC2)cc1
    3	-1.2	16	25	-2.3	-1	1	0.2	106*
- N#Cc1ccccc1NC(=O)COC(=O)CSc1nc2ccccc2o1
    -10	1.0	-13	34	-0.2	-2	7	-0.3	-21
- CCOC(=O)c1ccc(N2C(=O)C3CC=C(C)CC3C2=O)cc1 (stereo not given)
    -26	0.2	-27	-14	0.8	5	25*	-0.1	35
- Cc1cc2occ(CC(=O)Nc3nccs3)c2cc1C(C)C
    -7	-1.6	-25	27	-0.1	7	-1	0.4	43
- COc1ccc(C(c2sc3nc(C)nn3c2O)N2CCN(CCO)CC2)cc1OC (stereo not given)
    -10	-1.5	0	-18	0.9	5	-1	1.0	21
- O=C(CCCN1C(=O)c2cccnc2C1=O)Nc1ccccc1F
    9	-1.3	15	-9	-1.3	1	1	-0.7	1
- Cc1onc(-c2ccccc2Cl)c1C(=O)Oc1cc(N)n(S(=O)(=O)c2ccc(F)cc2)n1
    5	-3.8	19	9	-1.4	-11	-2	-0.5	4
- CC1CCCN(CCOCCOc2ccccc2-c2ccccc2)C1 (stereo not given)
    -15	1.2	-3	-3	0.4	-22	12	0.6	25
- Cc1nc(Cl)c(C(=O)NC(C)(C)C)c(C)c1Cl
    7	3.9	-6	17	0.8	-13	2	0.3	22
- COc1cccc(Cn2cccc(NC(=O)Nc3cccc(C#N)c3)c2=O)c1
    7	-1.7	16	-3	5.5	-15	nt	0.6	19
- CCOCCn1c(CN2CCN(CC)CC2)nc2c1c(=O)n(C)c(=O)n2C
    2	-0.5	7	0	-0.5	-9	2	-0.4	-20
- O=C1CCCN1CCCNc1ncnc2c1[nH]c1ccc(Cl)cc12
    -13	-0.8	15	-35	-0.9	9	8	-0.1	1
- COc1ccc(C(C[N+](=O)[O-])c2c(-c3ccccc3)cc3ccccn23)cc1 (stereo not given)
    2	0.0	-14	27	-1.4	-4	5	0.8	5
- CCOC(=O)C1CCN(Cc2nnnn2CCc2ccccc2)CC1
    4	0.4	11	10	1.3	8	2	0.6	10
- O=C(O)C1CC=CCC1C(=O)N1CCN(c2nc(-c3ccccc3)c3ccccc3n2)CC1 (stereo not given)
    37*	6.4	43	57	0.4	4	14	0.5	-12
- CC(=O)Nc1ccc(S(=O)(=O)Nc2cccc(C(=O)NC(C)(C)C)c2)cc1
    -2	0.0	0	-2	-0.8	6	-7	0.4	-14

Compound profiles, from the list above. Order of screens: NPY2 pot ag | S1P4 ag | NPY1 pot ag | EP2 modulator | zfTRPN1 agonist | S1P4 antagonist | NPY Y1 blocker | TRPML3 ag | CHOP inhibitor
CCOC(=O)c1ccc(N2C(=O)C3CC=C(C)CC3C2=O)cc1 (stereo not given) is entered as -26 | 0.2 | -27 | -14 | 0.8 | 5 | 25* | -0.1 | 35
COc1ccc(N2CCN(S(=O)(=O)c3cn(C)c(=O)n(C)c3=O)CC2)cc1 is entered as 10 | -1.9 | 10 | -2 | 0.8 | 12 | nt | 0.8 | 13

Part of the list above in a different format.
SMILES,NPY2 pot ag,S1P4 ag,NPY1 pot ag,EP2 modulator,zfTRPN1 agonist,S1P4 antagonist,NPY Y1 blocker,TRPML3 ag,CHOP inhibitor
COC(=O)c1ccc(/C=N/NC(=S)NC(C)C)cc1,-9,-1.9,3,-13,1.3,18,nt,0.1,19
CCOC(=O)c1ccc(N2C(=O)C3CC=C(C)CC3C2=O)cc1 (stereo not given),-26,0.2,-27,-14,0.8,5,25*,-0.1,35

Later entries
Every second line gives: NPY2 pot ag	S1P4 ag	NPY1 pot ag	EP2 modulator	zfTRPN1 agonist	S1P4 antagonist	NPY Y1 blocker	TRPML3 ag	CHOP inhibitor
- S=c1nc(-c2cc(Cl)cc(Cl)c2)[nH][nH]1
    8	0.6	2	-8	0.4	8	nt	0.5	1
- CC1CCCCN1c1ccc(N)cc1C(N)=O (stereo not given)
    -1	1.2	10	15	0.7	-13	3	0.4	1
- CCc1nnc(NC(=O)CSc2nnc(COc3ccccc3C)o2)s1
    -4	0.2	-6	1	0.2	-21	4	0.7	-2
- CC(C)CCN(C(=S)Nc1cccc(F)c1)C1CCN(C(C)C)CC1
    -20	0.5	2	0	0.4	6	6	0.5	20
- CC(Sc1ccsc1[N+](=O)[O-])C(=O)NCc1ccco1 (stereo not given)
    -4	0.6	5	-16	-2.1	0	1	-0.4	11
- COCCn1c(SCC#N)nnc1-c1ccc2c(c1)OCO2
    1	0.2	4	0&3	0.1	-2	-6	0.2	30
- CC(C)C(C)NC(=O)COc1ccc(S(=O)(=O)N2CCOCC2)cc1[N+](=O)[O-] (stereo not given)
    -1	0.8	-15	-5	2.1	6	-1	0.3	19
- Cc1nn(-c2ccccc2)c(N2CCCC2)c1/C=N/Nc1ccc(S(=O)(=O)Nc2ccccc2)cc1[N+](=O)[O-]
    11	0.1	23	19	-1.9	-12	2	-0.2	-5
- COc1ccc(S(=O)(=O)Nc2ccccc2C(=O)N2CCCC2)cc1OC
    -13	-1.2	13	7	1.0	-14	nt	0.1	18
- CC(C)NC(=O)CSc1c2c(nc3ccccc13)CCCC2
    -5	1.6	5	2	-0.5	6	-4	1.3	-18
- Cc1ccc(C(=O)Cn2nnc3ccccc32)cc1C
    1	-0.8	-10	-3	0.1	4	-1	-0.6	-40
- COc1ccc(NC(=O)CCN2C(=O)c3ccc([N+](=O)[O-])cc3C2=O)c(OC)c1
    0	-1.1	-8	-29	-0.4	-22	6	0.4	20
- O=C(c1ccco1)N1CCN=C1SCc1c(F)cccc1Cl
    -6	0.4	2	26	-0.6	12	-2	-0.2	11
- CN(Cc1c(C(=O)N(C)Cc2ccccc2)nc2ccccn12)CC1Cc2ccccc2O1 (stereo not given)
    -20	-0.7	1	-30	0.3	-13	0	0.2	9
- Cc1ccc2[nH]c(=O)c(CN(C)C(=O)c3ccccn3)cc2c1
    7	2.0	17	-1	1.1	-3	3	0.1	15
- CC(CN1CCN(C)CC1)OC(=O)c1ccccc1 (stereo not given)
    -9	0.4	-3	42	1.8	-14	5	0.1	-5
- C(=N\N1CCN(Cc2cccc3ccccc23)CC1)/c1cccs1
    -25	-1.0	-38	-3	-0.2	-4	nt	0.4	3
- CCCCN1C(=O)C(O)=C(C(C)=O)C1c1ccc(OC)cc1OC (stereo not given)
    8	1.1	2	5	-0.8	-3	-6	0.5	43
- C=CCn1c(SCc2csc(C)n2)nc2scc(-c3ccc(C)o3)c2c1=O
    -9	-0.3	-19	25	-1.5	-16	1	0.6	55
- CCCN(Cc1ccccc1)C(=S)Nc1ccc(SC(F)F)cc1
    9	-1.7	-1	-17	-1.5	6	0	0.9	49
- Fc1ccc(CO/N=C2\CCCc3nonc32)cc1
    -8	1.6	7	22	-2.2	-4	0	-0.7	18
- O=C(CSc1nccc(-c2cccs2)n1)Nc1ccc(Cl)cc1
    -10	1.3	-50	-58	-0.8	14	nt	-0.6	2

An excerpt from above in order of the S1P4 ag value, highest first.
canonical_smiles	NPY2 pot ag	S1P4 ag	NPY1 pot ag	EP2 modulator	S1P4 antagonist	TRPML3 ag	CHOP inhibitor
CC(Sc1ccsc1[N+](=O)[O-])C(=O)NCc1ccco1 (stereo not given)	-4	0.6	5	-16	0	-0.4	11
Cc1nn(-c2ccccc2)c(N2CCCC2)c1/C=N/Nc1ccc(S(=O)(=O)Nc2ccccc2)cc1[N+](=O)[O-]	11	0.1	23	19	-12	-0.2	-5
Cc1ccc(C(=O)Cn2nnc3ccccc32)cc1C	1	-0.8	-10	-3	4	-0.6	-40

From PubChem
